CSN deneddyl inh: CSN deneddylation inhibition. Q92905. Purified CSN, SCF-Nedd8-OG deneddylation, fluorescence polarization. inhibition, % at 12.5 µM. 360,000 tested, 0.38% active;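 active means pattern-corrected inhibition above about 35%, with an unprinted fluorescence ratio check between 0.5 and 1.5, limit read from the data, passing the limit was not always enough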;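 further: 0% = enzyme with substrate and 100% = substrate without enzyme; some results filed as inactive read as strong as hits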
Target sequence (Q92905 whole entry, looked up, one chain of several): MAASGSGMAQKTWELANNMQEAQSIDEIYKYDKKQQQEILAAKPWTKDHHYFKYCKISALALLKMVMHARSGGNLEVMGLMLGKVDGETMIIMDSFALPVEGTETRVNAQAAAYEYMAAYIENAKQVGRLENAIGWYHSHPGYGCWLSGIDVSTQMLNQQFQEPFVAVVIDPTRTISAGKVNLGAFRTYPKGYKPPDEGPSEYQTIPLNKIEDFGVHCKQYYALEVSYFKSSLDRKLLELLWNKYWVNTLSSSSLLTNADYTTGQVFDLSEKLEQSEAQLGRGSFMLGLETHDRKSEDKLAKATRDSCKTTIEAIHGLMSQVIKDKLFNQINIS
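Detection – fluorescence polarization · System – HEK293T-derived human Csn5 enzyme · Controls – substrate-only high control, full reaction low control · Timing – 90 min, room temperature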
Neddyl block: inhibitors of human cullin neddylation; P61081+Q13564; TR-FRET cullin neddylation, biochemical; calls only at 25 µM; 360,000 tested, 0.58% active; in the data active means inhibition above about 36%
Target sequence (P61081 whole entry, looked up): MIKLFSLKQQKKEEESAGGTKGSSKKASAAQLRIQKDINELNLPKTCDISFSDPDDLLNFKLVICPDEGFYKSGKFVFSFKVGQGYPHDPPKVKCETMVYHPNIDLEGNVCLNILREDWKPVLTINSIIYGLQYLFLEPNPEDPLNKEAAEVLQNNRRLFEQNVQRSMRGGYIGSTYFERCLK
Target sequence (Q13564 whole entry, looked up): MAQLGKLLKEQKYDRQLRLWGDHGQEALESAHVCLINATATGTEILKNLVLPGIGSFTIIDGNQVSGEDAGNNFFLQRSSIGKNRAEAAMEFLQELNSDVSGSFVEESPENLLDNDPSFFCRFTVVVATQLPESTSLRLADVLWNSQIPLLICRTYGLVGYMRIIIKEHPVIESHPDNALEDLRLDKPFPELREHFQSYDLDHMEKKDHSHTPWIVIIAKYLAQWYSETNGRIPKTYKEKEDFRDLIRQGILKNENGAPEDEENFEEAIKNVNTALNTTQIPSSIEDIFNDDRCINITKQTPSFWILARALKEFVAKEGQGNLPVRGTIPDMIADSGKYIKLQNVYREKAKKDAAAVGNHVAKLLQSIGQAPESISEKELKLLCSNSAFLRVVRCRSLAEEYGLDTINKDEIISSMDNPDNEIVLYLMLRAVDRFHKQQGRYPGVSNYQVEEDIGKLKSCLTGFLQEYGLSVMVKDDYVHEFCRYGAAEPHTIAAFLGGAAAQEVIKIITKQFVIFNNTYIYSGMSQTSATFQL
Rin1-Abl PPI inh: human Rin1-Abl interaction inhibition; P00519+Q13671; TR-FRET Rin1/Abl binding, biochemical; inhibition, % at 7.35 µM; 360,000 tested, 0.4% active; in the data active means inhibition above about 5%, passing the limit was not always enough
FAS TE block: blocks the thioesterase domain of human fatty acid synthase | recombinant FAS-TE, OMFH fluorogenic substrate, fluorescence endpoint | inhibition, % at 15 µM | 360,000 tested, 0.67% active;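 active means compounds whose normalised, plate-corrected inhibition of enzyme fluorescence in the single-dose primary screen is 50% or more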;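 further: 0% = DMSO with enzyme and 100% = substrate without enzyme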
bovine MsrA act: activators of bovine methionine sulfoxide reductase A | purified bovine MsrA, absorbance read-out | activation, % at 10.6 µM | 360,000 tested, 0.3% active; in the data active means activation above about 7.5%;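 further: 0% = vehicle and 100% = reference activator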
MsrA inh: inhibits bovine methionine sulfoxide reductase A; purified bovine MsrA, absorbance read-out; inhibition, % at 15.5 µM; 360,000 tested, 0.75% active; in the data active means inhibition above about 4.5%;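 further: 0% = vehicle wells with enzyme and 100% = reference inhibitor wells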
Tb MetRS inh: Trypanosoma brucei MetRS inhibition | purified T. brucei MetRS, ATP depletion, Kinase-Glo luminescence | inhibition, % at 11.9 µM | 360,000 tested, 0.4% active;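 active means inhibition above a per-plate cutoff of the control wells' mean inhibition plus 3 SD, cut at about 5.5% in these data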;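 further: 0% = DMSO wells median and 100% = median of wells with control inhibitor compound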
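Material – parasite MetRS enzyme · Medium – HEPES-MgCl2-KCl buffer plus DTT, spermine, BSA, pyrophosphatase · Reagent – ATP, methionine and E. coli bulk tRNA substrates · Times – 15 min enzyme-compound preincubation, 2 h reaction, 10 min detection, 25 °C · Measured by – luminescence of leftover ATP · Evaluation – percent inhibition relative to median high and low control wells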
eLon inh: inhibitors of E. coli Lon protease. P0A9M0. purified E. coli Lon protease, fluorescence polarization. inhibition, % at 7.94 µM. 360,000 tested, 0.42% active. AID 602123; in the data active means inhibition above about 13%, passing the limit was not always enough;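 further: 0% = enzyme with probe and DMSO and 100% = no enzyme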
MLLE-PAM2 inh: blocks PAM2 peptide binding to the PABP1 MLLE domain; P11940; inhibition, % at 20 µM; GST-MLLE / FITC-PAM2 fluorescence polarization; 360,000 tested, 0.36% active; in the data active means inhibition above about 35%, passing the limit was not always enough;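 further: plate controls were DMSO wells with GST-MLLE for no effect and wells lacking GST-MLLE protein for full effect; some results filed as inactive read as strong as hits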
Numbers without * were called inactive; i = inactive; . = no result given. The order is random; about 4% have a hit in one of these screens.

Start of the listing, in advance:
SMILES	CSN deneddyl inh	Neddyl block	Rin1-Abl PPI inh	FAS TE block	bovine MsrA act	MsrA inh	Tb MetRS inh	eLon inh	MLLE-PAM2 inh
Cn1c(N)c(NC(=S)NC2CCCCC2)c(=O)n(C)c1=O	-4	i	1	-2	-5	1.0	-0.3	-2	-49
COc1ccc(C(=O)Nc2c(N)nc(SCC(=O)c3ccccc3)[nH]c2=O)cc1	6	i	0	-4	0	-1.4	-0.1	5	14

The listing, from the start:
SMILES	CSN deneddyl inh	Neddyl block	Rin1-Abl PPI inh	FAS TE block	bovine MsrA act	MsrA inh	Tb MetRS inh	eLon inh	MLLE-PAM2 inh
Cn1c(N)c(NC(=S)NC2CCCCC2)c(=O)n(C)c1=O	-4	i	1	-2	-5	1.0	-0.3	-2	-49
COc1ccc(C(=O)Nc2c(N)nc(SCC(=O)c3ccccc3)[nH]c2=O)cc1	6	i	0	-4	0	-1.4	-0.1	5	14
O=C1COc2ccccc2C(c2nc3ccccc3[nH]2)N1Cc1ccccc1 (stereo not drawn)	-5	i	.	-8	-2	-1.2	0.3	7	.
CCOC(=O)N1CCN(Cc2nc3c(c(=O)[nH]c(=O)n3C)n2CCCc2ccccc2)CC1	-1	i	3	-2	-2	0.5	0.1	7	0
COc1ccc(/C=C2\SC(=O)N(CCC(=O)N3CCCCC3)C2=O)cc1OC	3	i	1	0	-13	0.5	-0.9	-7	6
Cc1noc(NS(=O)(=O)c2ccc(NC(=O)c3cc(F)c(F)c(F)c3F)cc2)c1C	4	i	1	-6	0	-0.9	-0.3	4	15
CCOc1ccc(S(=O)(=O)N2CCN(S(=O)(=O)c3ccc(C)c(C)c3)CC2)cc1	4	i	2	1	-14	0.7	-1.9	4	7
COc1cccc(CNC(=O)[C@@H]2CCCN2C(=O)[C@H]2CCCCN2C(=O)c2ccccc2C)c1	-4	i	.	-7	-2	-0.7	-0.6	-10	.
O=C(/C=C/c1ccc(Cl)cc1)NCc1cccs1	-15	i	-1	4	-12	-0.2	-1.7	-1	5
OC(COC(c1ccccc1)c1ccccc1)CN1CCOCC1 (stereo not drawn)	6	i	0	-9	-4	0.1	-0.5	2	-5
CCc1ccc(CN2CCC(Oc3ccc(C(=O)N4CCCC4)cc3)CC2)cc1	-4	i	0	-1	0	1.7	-0.1	-5	-1
CC#CCCc1nc2ccccc2c(=O)n1N	1	i	-2	-8	4	0.0	0.2	-9	18
O=C(O)CN1CCc2ccccc2C1	4	i	-1	-3	-1	0.3	-0.1	5	-5
Cc1ccc(S(=O)(=O)c2nc(Nc3nccs3)sc2Cl)cc1	-2	i	-1	15	-7	0.0	-0.8	-2	3
Cc1cccc(C2c3[nH]c4ccccc4c3CCN2C(=O)c2nn(C)c(=O)c3ccccc23)n1 (stereo not drawn)	2	i	3	11	-3	2.8	-1.3	-3	-10

Some of the entries above in a different format.
Order of values: CSN deneddyl inh	Neddyl block	Rin1-Abl PPI inh	FAS TE block	bovine MsrA act	MsrA inh	Tb MetRS inh	eLon inh	MLLE-PAM2 inh
- Cn1c(N)c(NC(=S)NC2CCCCC2)c(=O)n(C)c1=O
→ -4	i	1	-2	-5	1.0	-0.3	-2	-49
- COc1ccc(C(=O)Nc2c(N)nc(SCC(=O)c3ccccc3)[nH]c2=O)cc1
→ 6	i	0	-4	0	-1.4	-0.1	5	14
- O=C1COc2ccccc2C(c2nc3ccccc3[nH]2)N1Cc1ccccc1 (stereo not drawn)
→ -5	i	.	-8	-2	-1.2	0.3	7	.
- CCOC(=O)N1CCN(Cc2nc3c(c(=O)[nH]c(=O)n3C)n2CCCc2ccccc2)CC1
→ -1	i	3	-2	-2	0.5	0.1	7	0
- COc1ccc(/C=C2\SC(=O)N(CCC(=O)N3CCCCC3)C2=O)cc1OC
→ 3	i	1	0	-13	0.5	-0.9	-7	6
- Cc1noc(NS(=O)(=O)c2ccc(NC(=O)c3cc(F)c(F)c(F)c3F)cc2)c1C
→ 4	i	1	-6	0	-0.9	-0.3	4	15
- CCOc1ccc(S(=O)(=O)N2CCN(S(=O)(=O)c3ccc(C)c(C)c3)CC2)cc1
→ 4	i	2	1	-14	0.7	-1.9	4	7
- COc1cccc(CNC(=O)[C@@H]2CCCN2C(=O)[C@H]2CCCCN2C(=O)c2ccccc2C)c1
→ -4	i	.	-7	-2	-0.7	-0.6	-10	.
- O=C(/C=C/c1ccc(Cl)cc1)NCc1cccs1
→ -15	i	-1	4	-12	-0.2	-1.7	-1	5
- OC(COC(c1ccccc1)c1ccccc1)CN1CCOCC1 (stereo not drawn)
→ 6	i	0	-9	-4	0.1	-0.5	2	-5
- CCc1ccc(CN2CCC(Oc3ccc(C(=O)N4CCCC4)cc3)CC2)cc1
→ -4	i	0	-1	0	1.7	-0.1	-5	-1
- CC#CCCc1nc2ccccc2c(=O)n1N
→ 1	i	-2	-8	4	0.0	0.2	-9	18

Additional entries follow.
SMILES	CSN deneddyl inh	Neddyl block	Rin1-Abl PPI inh	FAS TE block	bovine MsrA act	MsrA inh	Tb MetRS inh	eLon inh	MLLE-PAM2 inh
COc1ccccc1C1(O)CCN(C(=O)c2cccs2)CC1	7	i	-1	-3	-8	-0.8	-1.1	-3	-3
CCc1ccc2c(CC(=O)Nc3cccc(S(=O)(=O)N4CCOCC4)c3)coc2c1	2	i	1	37	3	0.8	-0.3	3	-5
O=C(Nc1ccc2oc(-c3cccnc3)nc2c1)c1ccc2c(c1)OCCO2	26	i	-5	-13	-2	0.7	-0.6	-3	-67
O=C(Nc1ccc(Cl)cc1)P(=O)(O)c1ccccc1	3	i	3	-4	-1	0.3	-0.4	1	8
CCc1ccc(-c2nc(CS(=O)CC(=O)NCc3ccco3)c(C)o2)cc1 (stereo not drawn)	2	i	-1	-2	-3	-0.3	-0.2	-6	-2
CCOCCn1c(=NC(=O)/C=C/c2ccccc2Cl)sc2cc(NC(C)=O)ccc21	-9	.	3	2	-14	0.4	-1.5	-10	2
O=C(c1ccccc1)c1ccc2ccccc2c1	4	i	2	20	-3	0.0	-0.2	-4	10
COC(=O)c1cc(S(=O)(=O)NCc2ccc(S(N)(=O)=O)cc2)oc1C	4	i	-1	0	-2	0.4	-0.1	-1	-11
NC(=N\N=Cc1ccco1)/C(N)=N/N=Cc1ccco1	19	i	7	-4	0	4.8*	-0.2	-5	-7
CCCCOc1cccc(C2C(C(=O)c3ccc(C)o3)=C(O)C(=O)N2Cc2ccco2)c1 (stereo not drawn)	20	i	-2	6	-1	0.6	0.0	-4	3
O=C(NC(C(=O)N/N=C/c1ccccc1)c1n[nH]c(=O)c2ccccc12)c1ccccc1 (stereo not drawn)	-3	i	-4	8	-2	-0.9	0.0	-6	-4
CN1CCN(S(=O)(=O)c2cccc(C(=O)Nc3cc(C(F)(F)F)ccc3N3CCCC3)c2)CC1	-7	i	2	8	-2	0.7	0.1	-14	-11
Cc1ccc(CNCC(O)(c2ccccc2)c2ccc(Cl)cc2)cc1 (stereo not drawn)	1	i	-3	24	0	0.1	-0.4	-4	14
O=C(CSc1nnc(NC(=O)c2c(F)cccc2F)s1)NCc1ccco1	-3	i	-1	-6	-3	1.7	0.2	-4	7
Cc1cc(C)cc(N2C(=O)C3CCCN3C2=S)c1 (stereo not drawn)	2	i	1	-7	0	1.1	-0.8	7	-7
COc1ccc(Br)cc1CNC(=O)C1CCN(c2nnc(N3CCCC3=O)s2)CC1	-5	i	6	-7	-1	0.0	0.5	-5	15
Cc1ccc(C)c(-n2c(N)c(C(N)=O)sc2=S)c1	-1	i	-2	-5	-2	3.0	0.9	-2	15
Cc1ccc(OCC(=O)Nc2cccc(S(=O)(=O)N3CCOCC3)c2)c([N+](=O)[O-])n1	-2	i	2	0	-3	0.1	1.1	-5	13
CC(=O)N(c1ccc2oc(=O)sc2c1)S(=O)(=O)c1ccccc1	3	i	-3	5	2	-0.8	-1.3	8	24
COc1ccc(Cc2nnc(NC(=O)Nc3ccc(F)cc3)s2)cc1OC	5	i	0	5	-1	-0.3	-0.3	-5	6
Cc1cc(-c2nnc(CCC(=O)N3CCN(Cc4cccnc4)CC3)o2)c(C)o1	6	i	6	-9	-8	-1.4	-0.5	0	0
O=C(NCCCc1ccccc1)c1cccc([N+](=O)[O-])c1	-9	i	0	67*	-12	2.9	-1.7	-12	17
Cc1cccc(Nc2nc(NCCO)nc(N3CCCC3)n2)c1	-4	i	1	-13	-6	0.1	0.2	1	-3
COc1ccc(C(=O)O/N=C(\C)c2cnccn2)cc1	-1	i	1	2	-12	-0.5	-1.8	-10	6
COC(=O)CSc1nnc(SCc2ccccc2)s1	1	i	5	-3	1	-0.6	0.0	5	-90
O=C(c1ccco1)N1N=C(c2ccccc2O)CC1c1cccs1 (stereo not drawn)	-2	i	-4	10	6	0.8	-0.3	-9	5
Cc1cc(C)nc(NC(=O)c2ccc(Cl)c(Cl)c2)n1	0	i	2	-2	-4	-1.1	-0.6	-15	3
C/C(=N\NC(=O)c1c(Cl)c(C)nn1C)c1cccc(NC(=O)C2CCCC2)c1	-2	i	-1	0	-1	1.7	-0.2	-12	3
CC1(c2ccccc2Cl)NC(=O)N(CC(=O)Nc2cccnc2Cl)C1=O (stereo not drawn)	-3	i	2	-6	-4	-0.5	-0.4	-5	5
Nc1ccc2c(c1)ncn2CCCn1cnc2cc(N)ccc21	2	i	-9	-12	0	1.1	0.1	0	1
COc1cccc(/C=C2/SC(=S)N(CCC(=O)N3CCOCC3)C2=O)c1	1	i	4	-1	-4	-0.7	-0.7	-8	21
Cc1ccc(C(=O)NCC2CCCO2)cc1N1CCCC1=O (stereo not drawn)	-2	i	0	-4	-2	-1.7	-0.3	-7	2
COc1ccc(Cl)cc1C(=O)NC(C)C	1	i	2	-12	2	0.5	0.2	6	15
CC(=O)OCC(=O)C1(O)CCC2C3CCC4=CC(=O)C=CC4(C)C3C(O)CC21C (stereo not drawn)	3	i	2	-3	0	0.4	-0.2	5	10
O=C(Cc1nc2ccccc2[nH]1)c1ccc(Cl)cc1	4	i	-2	1	-2	0.1	0.6	-1	0
CN1OC[C@@H]2CN(C(=O)c3cccnc3)[C@H](c3ccc(N4CCCCC4)cc3)C[C@@H]21	-1	i	-1	-4	-7	0.6	-1.0	-16	-11
OCCN(Cc1ccccc1)Cc1ccccc1Cl	2	i	6	0	-4	-0.3	-0.8	-1	8
CC(=O)c1cnc(-c2ccccn2)s1	-4	i	-1	0	-9	2.0	-0.8	5	33
C=CCn1c(Cc2cccs2)nnc1SCC(=O)NCc1ccco1	-4	i	0	-10	0	-0.4	-0.1	-4	-1
COc1ccc(C2NC(=S)NC3=C2CCc2ccccc23)cc1OC (stereo not drawn)	4	i	0	-6	1	1.1	0.8	2	-44
CC(=O)Nc1ccc(/C=C/c2nc(-c3ccccc3O)n[nH]2)cc1	1	i	-1	0	-6	1.3	0.7	-3	-12
O=C(CNCc1ccccc1Cl)NCc1ccco1	-17	i	0	0	-4	-0.8	0.5	1	6
O=C(CN1C(=O)C(=O)N(C2CCCC2)C1=O)NCCc1ccc(F)cc1	1	i	-2	-4	0	1.9	0.4	1	-3
O=C(Nc1ccc2c(c1)OCCO2)C(=S)NCc1ccccc1	-3	i	-2	11	-3	0.4	-0.5	2	6
COc1cc(OC)cc(C(=O)Nc2nnc(SCC(=O)NCC3CCCO3)s2)c1 (stereo not drawn)	3	i	3	-5	-1	1.3	0.1	-6	-85
Clc1ccc(Sc2ccccn2)cc1	0	i	1	2	-1	0.8	0.1	-15	8
Cc1c(C)n(Cc2ccccc2)c2ncnc(N)c12	6	i	4	-9	-1	-0.5	1.4	-2	-12

Screening data from PubChem.
